# Screening results from PubChem.
# yeast mlh1 rad18 = NCI yeast anticancer drug screen, S. cerevisiae mlh1 rad18 strain; growth inhibition, % at 50 µM; 79,000 compounds, 11% hits;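 also: 0% = growth of vehicle-only cultures of the same strain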
#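 Cells of a genetically altered yeast strain, deficient in DNA damage repair, were treated with compound. Their growth was then compared with that of vehicle-treated cultures to give inhibition.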
# yeast sgs1 mgt1 = NCI yeast anticancer drug screen, S. cerevisiae sgs1 mgt1 strain. % growth inhibition at 50 µM. 78,000 compounds, 10% hits. AID 161, 2004;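 also: 0% = growth of vehicle-only cultures of the same strain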
#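 Yeast cells carrying a defined DNA-repair defect were exposed to test compounds. Growth inhibition was measured relative to vehicle-treated controls.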
# cln2 rad14 = NCI yeast anticancer drug screen, S. cerevisiae cln2 rad14 strain. 78,000 compounds, 8.3% hits. AID 165, 2004. % growth inhibition at 50 µM;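 also: 0% = growth of vehicle-only cultures of the same strain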
#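 Growth inhibition, relative to vehicle-treated controls, is the read-out. The test organism is a yeast strain with defined genetic alterations, cln2 rad14.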
# rad50 = NCI yeast anticancer drug screen, S. cerevisiae rad50 strain; growth inhibition, % at 50 µM; 79,000 compounds, 10% hits;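 also: 0% = growth of vehicle-only cultures of the same strain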
#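 Relative growth inhibition (compound vs vehicle) was measured in yeast with a defined repair-gene alteration.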
# yeast mec2-1 = NCI yeast anticancer drug screen, S. cerevisiae mec2-1 strain; growth inhibition, % at 50 µM; 79,000 compounds, 9% hits; AID 157, 2004;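 also: 0% = growth of vehicle-only cultures of the same strain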
#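 Readout is yeast growth inhibition, normalised to vehicle-treated controls, in the mec2-1 strain exposed to compound.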
# bub3 = NCI yeast anticancer drug screen, S. cerevisiae bub3 mutant strain. 78,000 compounds, 9.9% hits. % growth inhibition at 50 µM. AID 167, 2004;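 also: 0% = growth of vehicle-only cultures of the same strain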
#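 Whole-cell yeast assay. The mutant strain was incubated with compounds, and growth inhibition was determined by comparison with vehicle-treated cells.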
# The depositor's hits bear a star; nt = no result given; & = joins results of further samples. Rule as the data show it: active = growth inhibition above about 70%; inactive = the rest. An unsorted share of the library. Share with any hit: about 14%.
# The first 2 records, to show the layout:
SMILES,yeast mlh1 rad18,yeast sgs1 mgt1,cln2 rad14,rad50,yeast mec2-1,bub3
O=[N+]([O-])c1ccc(NCS(=O)(=O)O)cc1,18&6,6&-9,-16&-12,-2&7,-8&-14,-3&9
O=C(N/N=C/c1ccccc1Cl)c1ccccc1Cl,-21,-6,-14,-16,-8,-12

# Results, repeating the preview:
SMILES,yeast mlh1 rad18,yeast sgs1 mgt1,cln2 rad14,rad50,yeast mec2-1,bub3
O=[N+]([O-])c1ccc(NCS(=O)(=O)O)cc1,18&6,6&-9,-16&-12,-2&7,-8&-14,-3&9
O=C(N/N=C/c1ccccc1Cl)c1ccccc1Cl,-21,-6,-14,-16,-8,-12
COc1ccc(OC(C)C(=O)O)c2c1CCCC2=O (stereo not drawn),23,-17,26,22,6,5
Cn1c2c(F)cccc2c(=O)c2c(O)cc3c(c21)C=CC(C)(C)O3,-20,-27,-18,-25,-22,-19
CCC(C(=O)C(C)C(O)C(C)CCc1ccc(C)c(O)c1C(=O)O)C1OC(CC)(C2CCC(O)(CC)C(C)O2)CC1C (stereo not drawn),88*,90*,89*,88*,91*,89*
NC(=O)C(=CNc1nc(-c2ccc(Br)cc2)cs1)C(N)=O,99*,99*,99*,99*,100*,99*
CCCCCCCCCCCCCC(=O)OCCN(C)C,-12,8,-33,4,-3,-14
Cc1ccc(Nc2nc(N)nc3c2ncn3C2OC(CO)C(O)C2O)cc1 (stereo not drawn),7,8,-4,26,3,19
OCC(O)C(O)C(O)C(O)CNC(CO)(CO)CO (stereo not drawn),28,19,-1,10,13,17
Clc1ccc(CSc2cnnc3c(Br)cccc23)c(Cl)c1,1,-11,-39,-5,-12,2
N#[N+]c1c([O-])ccc2nc3ccccc3nc12,67,10,-2,68,41,-15
O=C(O)CCCNS(=O)(=O)c1ccc2ccccc2c1,-2,10,25,-15,3,5
C=C1C(=O)[C@@]23CC[C@@H]4[C@@]5(C)CCC[C@@]4(OC5=O)C2(C)CC[C@]1(OC)C3 (stereo partly drawn),91*,88*,88*,87*,92*,88*
CCOC(=O)c1c(Cl)c(CC)c(N=[N+]=[N-])n2c1nc1ccccc12,65,60,70,59,57,55
C/C(=N/O)c1ccc[nH]1,0,-6,20,-4,9,13
O=c1[nH]c2cc([N+](=O)[O-])ccc2nc1/C(=N/Nc1ccccc1)C(O)c1ccccc1Cl (stereo not drawn),48,1,-1,30,6,-7
CN(C)c1ccc(/C(Br)=C2\OC(=O)c3ccccc32)cc1,-13,-13,20,-1,-26,0
COC(=O)c1ccc(NCC2=CC(=O)C=CC2=O)cc1O,92*,94*,90*,91*,93*,91*
O=C1OCC(O)=C1C(c1ccc(Cl)cc1)c1cc2c(cc1O)OCO2 (stereo not drawn),-37,-28,-16,-20,-17,0
O=C(NNc1ccccc1)C(=O)NNc1ccccc1,34,16,-3,19,24,18
O=C1OC(c2ccc(Cl)c3ccccc23)c2ccccc21 (stereo not drawn),43,34,29,59,19,13
CCCCN(C=S)CCCC,11,-6,14,10,-2,-2
COc1ccc(C2C3=C(CC(C)(C)CC3=O)Oc3cc4c(cc32)OCO4)c(OC)c1 (stereo not drawn),73*,64,20,52,66,46
CC(=O)OCC1OC(n2c(C)c(C(C)=O)c(-c3cccc4ccccc34)c(C#N)c2=S)C(OC(C)=O)C(OC(C)=O)C1OC(C)=O (stereo not drawn),34,48,22,25,22,32
O=C(Nc1ccc(S(=O)(=O)NC2CCCCC2)cc1)Oc1ccc([N+](=O)[O-])cc1,19,18,11,33,4,8
# Next part:
SMILES,yeast mlh1 rad18,yeast sgs1 mgt1,cln2 rad14,rad50,yeast mec2-1,bub3
C[C@]12C/C(=C/C(F)(F)F)C(=O)C[C@@H]1CC[C@@H]1[C@@H]2CC[C@]2(C)[C@@H](C(=O)O)CC[C@@H]12,48,72*,56,32,39,26
OCCNc1ncnc2ccccc12,-19,4,-5,-17,-2,6
CC(O)C(c1ccc(N(C)C)cc1)c1ccc(N(C)C)cc1 (stereo not drawn),2,2,-15,-6,3,6
CCOC(=O)C(C(=O)OCC)C(=O)c1ccc2c(c1)OCO2,60,87*,1,52,35,89*
CCN(CC)CCn1ncc2c3c(=O)c4cccnc4n(CCN(CC)CC)c3ccc21,23,4,42,2,17,35
[N-]=N[N+]#I1OC(C(F)(F)F)(C(F)(F)F)c2ccccc21,92*,93*,92*,92*,94*,93*
CC(C)(C)c1cccc(C(=O)O)c1,-11,32,-3,19,19,-3
CCOCc1cnc(C)[nH]c1=O,-4,-11,-12,-10,-8,8
CCCCCCCCOC(=O)c1cc(O)c(O)c(O)c1,89*,93*,90*,89*,92*,90*
CCC(=O)N/N=C/C=N/NC(=O)c1ccncc1,-7,nt,nt,-31,-32,nt
ON=C(c1ccc(Cl)cc1)c1ccc(Cl)cc1,1,-1,-24,24,-5,4
C/C(=N\NC(=S)N1CCCC1)c1nc2ncccc2[nH]1,82*,83*,82*,86*,85*,87*
CN(C)C(=S)N(C(=S)N(C)C)c1ccccc1,7,9,-9,-30,18,9
CCCCCCCC#CC1(C(O)CC)Sc2ccccc2N1C (stereo not drawn),-9,12,-13,-6,-2,8
COc1ccccc1NC(=O)C1=C(C)NC(C)=C(C(=O)Nc2ccccc2OC)C1c1ccc([N+](=O)[O-])cc1,8,1,4,4,2,5
O=C(Nc1ccc(S(=O)(=O)O)cc1)c1ccccc1,-21,-16,-48,6,-2,-21
OC(CBr)c1cc(-c2ccc(Cl)c(Cl)c2)nc2c(Cl)cc(Cl)cc12 (stereo not drawn),15,-7,-27,0,0,-2
COC(=O)C1CCCC2(C1)OCCO2 (stereo not drawn),-3,-23,-10,15,5,-33
Fc1ccc(NC(=S)SCc2ccc(Cl)cc2)c(F)c1,100*,100*,99*,99*,100*,100*
CC1=C(C(=O)OCCO[N+](=O)[O-])C(c2cccc([N+](=O)[O-])c2)C(C(=O)OC(C)C)=C(C)N1 (stereo not drawn),71*,88*,82*,79*,83*,85*
NNC(=O)C(O)C(O)C(=O)NN (stereo not drawn),-8,-20,47,8,-7,-8
Cc1ccc2nc(NC(=O)C(=O)C(C(=O)c3ccc4ccccc4c3)C3OC(=O)c4ccccc43)sc2c1 (stereo not drawn),14,46,47,54,39,45
C=CCOC(=O)NCC(=O)NC(CC(C)C)C(=O)O (stereo not drawn),19,-5,8,5,32,12
N=C1C(O)C2(I)c3ccccc3N3C(=N)C(O)C4c5ccccc5N1C4C32 (stereo not drawn),9,-38,-6,6,3,-29
CCCCCCCCN(C)N=Nc1ccc(Cl)cc1C(=O)O,-10,-17,3,-18,-35,-15

# 24 successive entries from above, quoted:
SMILES,yeast mlh1 rad18,yeast sgs1 mgt1,cln2 rad14,rad50,yeast mec2-1,bub3
C[C@]12C/C(=C/C(F)(F)F)C(=O)C[C@@H]1CC[C@@H]1[C@@H]2CC[C@]2(C)[C@@H](C(=O)O)CC[C@@H]12,48,72*,56,32,39,26
OCCNc1ncnc2ccccc12,-19,4,-5,-17,-2,6
CC(O)C(c1ccc(N(C)C)cc1)c1ccc(N(C)C)cc1 (stereo not drawn),2,2,-15,-6,3,6
CCOC(=O)C(C(=O)OCC)C(=O)c1ccc2c(c1)OCO2,60,87*,1,52,35,89*
CCN(CC)CCn1ncc2c3c(=O)c4cccnc4n(CCN(CC)CC)c3ccc21,23,4,42,2,17,35
[N-]=N[N+]#I1OC(C(F)(F)F)(C(F)(F)F)c2ccccc21,92*,93*,92*,92*,94*,93*
CC(C)(C)c1cccc(C(=O)O)c1,-11,32,-3,19,19,-3
CCOCc1cnc(C)[nH]c1=O,-4,-11,-12,-10,-8,8
CCCCCCCCOC(=O)c1cc(O)c(O)c(O)c1,89*,93*,90*,89*,92*,90*
CCC(=O)N/N=C/C=N/NC(=O)c1ccncc1,-7,nt,nt,-31,-32,nt
ON=C(c1ccc(Cl)cc1)c1ccc(Cl)cc1,1,-1,-24,24,-5,4
C/C(=N\NC(=S)N1CCCC1)c1nc2ncccc2[nH]1,82*,83*,82*,86*,85*,87*
CN(C)C(=S)N(C(=S)N(C)C)c1ccccc1,7,9,-9,-30,18,9
CCCCCCCC#CC1(C(O)CC)Sc2ccccc2N1C (stereo not drawn),-9,12,-13,-6,-2,8
COc1ccccc1NC(=O)C1=C(C)NC(C)=C(C(=O)Nc2ccccc2OC)C1c1ccc([N+](=O)[O-])cc1,8,1,4,4,2,5
O=C(Nc1ccc(S(=O)(=O)O)cc1)c1ccccc1,-21,-16,-48,6,-2,-21
OC(CBr)c1cc(-c2ccc(Cl)c(Cl)c2)nc2c(Cl)cc(Cl)cc12 (stereo not drawn),15,-7,-27,0,0,-2
COC(=O)C1CCCC2(C1)OCCO2 (stereo not drawn),-3,-23,-10,15,5,-33
Fc1ccc(NC(=S)SCc2ccc(Cl)cc2)c(F)c1,100*,100*,99*,99*,100*,100*
CC1=C(C(=O)OCCO[N+](=O)[O-])C(c2cccc([N+](=O)[O-])c2)C(C(=O)OC(C)C)=C(C)N1 (stereo not drawn),71*,88*,82*,79*,83*,85*
NNC(=O)C(O)C(O)C(=O)NN (stereo not drawn),-8,-20,47,8,-7,-8
Cc1ccc2nc(NC(=O)C(=O)C(C(=O)c3ccc4ccccc4c3)C3OC(=O)c4ccccc43)sc2c1 (stereo not drawn),14,46,47,54,39,45
C=CCOC(=O)NCC(=O)NC(CC(C)C)C(=O)O (stereo not drawn),19,-5,8,5,32,12
N=C1C(O)C2(I)c3ccccc3N3C(=N)C(O)C4c5ccccc5N1C4C32 (stereo not drawn),9,-38,-6,6,3,-29

# (next part)
SMILES,yeast mlh1 rad18,yeast sgs1 mgt1,cln2 rad14,rad50,yeast mec2-1,bub3
CN(C)Cc1cn(C[Si](C)(C)C)c2ccccc12,13,8,0,19,-3,4
O=C1OCCCN1/N=C/c1ccc([N+](=O)[O-])o1,89*,85*,42,82*,55,52
O=P(Nc1ccccc1)(OCc1ccccc1)OCc1ccccc1,99*,99*,67,98*,95*,41
O=C(/C=C/c1ccc(OCc2ccccc2)cc1)c1ccccc1Cl,8,-5,8,1,6,23
Cn1c(CC(O)(C(F)(F)Cl)C(F)(F)Cl)cc(=O)n1-c1ccccc1,7,9,6,42,1,7
COc1ccc2c(C)c(N=C=S)c(=O)oc2c1,75*,48,2,60,69,89*
COc1cc(C)c(O)c(C/C=C(\C)CC2=C[C@@]3(C)CCC[C@@]3(C)[C@]3(CC(O)C(C)(C)O3)O2)c1 (stereo partly drawn),10,-8,5,21,6,5
O=C(N/N=C\c1coc([N+](=O)[O-])c1)N/N=C/c1ccoc1,1,4,-26,1,14,-8
COCc1ccc(COC)cc1,8,-14,-38,17,-15,1
COc1ccc(C2=NNC(=O)CC2)cc1OC,-18,-4,-42,-3,-5,-12
CSC12OCC(O1)C1OC3OC(C)(C)OC3C1O2 (stereo not drawn),14,13,-58,2,-12,4
O=C(O)C1CC2C3(Cl)C(Cl)=C(Cl)C(Cl)C2(CC1c1c2ccc(=O)c(O)c-2oc2c(O)c(O)ccc12)C3(Cl)Cl (stereo not drawn),52,0,53,50,50,46
CCC(C)c1ccc(OCCO)cc1 (stereo not drawn),7,6,25,-9,21,-11
O=C(O)c1cccc2cccc(-c3c4ccc(=O)cc-4oc4cc(O)ccc34)c12,90*,nt,nt,90*,92*,nt
COc1ccc(/C=C2/C(=O)ON=C2C)cc1OC,79*,89*,43,93*,86*,95*
O=C(CCl)Oc1ccc(C(=O)O)cc1,-7,-2,-4,-1,-4,1
CCCC(C)C(O)CC (stereo not drawn),-10,7,13,-27,-29,-20
COc1ccc(/C(=N\N=C(N)N)C(c2ccc(OC)cc2)C2OC(=O)c3ccccc32)cc1 (stereo not drawn),-19,-5,-65,-12,-5,16
CCC(=O)OC1=C(c2ccccc2)Sc2ccc(Cl)cc2-n2cccc21,-2,-16,-29,-14,-24,-15
O=C(NO)Nc1cc(Cl)cc(Cl)c1,99*,99*,99*,99*,99*,99*
NCCP(=O)(O)c1ccccc1,-24,-8,-61,5,-8,19
COc1ccc2c(=O)c(-c3ccc(OC)c(OC)c3)c(C)oc2c1,-5,13,8,-1,-2,-31
CN(C)C1=C(Cl)C(=O)c2ccccc2C1=O,42,45,35,48,46,82*
COC1OCC2OC3(CCCCC3)OC2C1SC(=O)c1ccccc1 (stereo not drawn),-14,-15,-7,-7,-18,-11
O=C(O)CSc1ccn(Cc2ccccc2)c1,-23,-43,-23,-8,-18,-57
CCC(C)C1CCCCC1 (stereo not drawn),1,-3,4,-13,-16,-13
O=C(CCCn1ccnc1[N+](=O)[O-])NCCn1ccnc1[N+](=O)[O-],-12,-10,17,6,9,-12
